Tau fluor counter: Counterscreen qHTS for Inhibitors of Tau Fibril Formation, Fluorescence Polarization; tau K18 P301L Alexa594 fluorescence, heparin fibrillization; Potency, µM (doses to about 57.7 µM), for inactives: at the highest dose activity change, negative = decrease; actives 0.93% (n = 280,000); further: on the % scale 0 is the no-effect control and ±100 the full control effect; nearly all actives have a fitted effect of over 55% in size
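Human tau K18 P301L (15 uM unlabeled, 0.24 uM Alexa 594-labeled) in 100 mM sodium acetate pH 7 with 20 uM heparin, 6 hr at 37 C. ThT 30 uM added, 1 hr ambient; Alexa 594 FP and total fluorescence read at 555/632 nm.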
GAA inh: qHTS Assay for Inhibitors of Human alpha-Glucosidase as a Potential Chaperone Treatment of Pompe Disease. Lysosomal alpha-glucosidase (Homo sapiens), P10253. purified human GAA, 4-MU-alpha-glucoside fluorescence. Potency, µM (top dose mostly 76.9 µM), for inactives: at the highest dose activity change, negative = inhibition, actives largely listed as inhibitors. actives 0.005% (n = 200,000);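 further: plate controls were uninhibited enzyme wells for no effect and no-enzyme background for full effect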
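qHTS format, compound range up to 77 uM. Human lysosomal enzyme at 4 nM, 400 uM 4-MU glucoside substrate, pH 5.0, 20 min room temperature; fluorescence after alkaline stop gives activity normalized to controls.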
Tau FP inhib: qHTS for Inhibitors of Tau Fibril Formation, Fluorescence Polarization | AID 1468, 2008 | actives 0.39% (n = 280,000) | Potency, µM (top dose mostly 57.7 µM), inactives show top-dose activity, negative = inhibition, most hits filed as inhibitors | K18 P301L tau heparin fibrillization, Alexa594 FP, 6 h; further: on the % scale 0 is the no-effect control and ±100 the full control effect; nearly all actives have a fitted effect of over 55% in size
Target sequence (P10636 561-689 P618L limits assumed): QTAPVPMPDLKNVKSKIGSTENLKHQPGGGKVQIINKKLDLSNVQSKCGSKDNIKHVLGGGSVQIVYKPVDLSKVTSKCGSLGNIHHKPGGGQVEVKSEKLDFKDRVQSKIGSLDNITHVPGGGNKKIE
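Human K18 P301L fragment (15 uM unlabeled plus 0.24 uM Alexa 594-labeled) in 100 mM sodium acetate pH 7 with compound, aggregation induced by 20 uM heparin for 6 hr at 37 C. ThT (30 uM) added for 1 hr, then Alexa 594 FP read.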
GAA spleen mod: qHTS Assay for Inhibitors and Activators of Human alpha-Glucosidase From Spleen Homogenate. Lysosomal alpha-glucosidase (Homo sapiens), P10253. human spleen homogenate, 4-MU-alpha-glucoside fluorescence. Potency, µM (top dose mostly 79.9 µM), for inactives: at the highest dose activity change, negative = inhibition, most hits filed as inhibitors. actives 0.006% (n = 240,000). AID 2112, 2009;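 further: 0% = enzyme with vehicle and -100% = no enzyme basal signal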
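Enzyme source: human spleen homogenate, 1 ug/well. Buffer 50 mM citric acid/K phosphate pH 5.0, 0.01% Tween-20. 4-MU-alpha-glucoside 1 mM; 37 C x 40 min; NaOH/glycine stop; fluorescence.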
aGal spleen mod: qHTS Assay for Inhibitors and Activators of Human alpha-Galactosidase From Spleen Homogenate; Alpha-galactosidase A (Homo sapiens), P06280; human spleen homogenate, 4MU-alpha-Gal fluorescence, 40 min; Potency, µM (series often up to 80 µM), without a hit: at the top dose activity change, negative = inhibition, most hits filed as inhibitors; actives 0.008% (n = 240,000); AID 2107, 2009;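 further: 0% = enzyme with vehicle and -100% = no enzyme basal signal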
Target sequence (P06280 32-429 limits assumed): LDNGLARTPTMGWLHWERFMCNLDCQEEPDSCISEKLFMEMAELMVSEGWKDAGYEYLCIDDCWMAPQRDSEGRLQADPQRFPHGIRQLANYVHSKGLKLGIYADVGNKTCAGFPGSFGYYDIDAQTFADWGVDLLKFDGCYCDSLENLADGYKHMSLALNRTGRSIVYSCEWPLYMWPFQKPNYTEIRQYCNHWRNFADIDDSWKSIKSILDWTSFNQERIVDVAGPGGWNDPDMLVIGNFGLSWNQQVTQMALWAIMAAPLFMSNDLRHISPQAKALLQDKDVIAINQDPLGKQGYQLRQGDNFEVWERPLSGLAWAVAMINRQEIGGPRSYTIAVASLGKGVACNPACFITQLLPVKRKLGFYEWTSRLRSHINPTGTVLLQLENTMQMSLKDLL
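qHTS titration in buffer at pH 5.0. Alpha-galactosidase activity in spleen homogenate was measured via 4-methylumbelliferone release from 1 mM fluorogenic substrate after 40 min at 37C and a pH 10 stop. AC50 came from Hill fits of control-normalized data.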
HTT ATP protect: qHTS Multiplex Assay to Identify Dual Action Probes in a Cell Model of Huntington: Cytoprotection (ATP). Potency, µM (titrated, usually from 56.4 µM), inactives show cytoprotection (ATP increase), hits mostly activators. PC12 HTT-Q103 induced, cytoprotection, ATP luminescence, 40 h. actives 0.14% (n = 230,000);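 further: % of control where 0% means no effect; nearly all actives have a fitted effect of over 45% in size; toxic huntingtin expression switched on by the ecdysone agonist tebufenozide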
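Cells were plated at 1500 per well in phenol red-free DMEM with 5% equine and 5% calf serum. Tebufenozide (100 nM final) and compounds were added, then ATPlite reagent, and luminescence was read.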
GAA glycogen: qHTS Assay for Inhibitors and Activators of Human alpha-Glucosidase Cleavage of Glycogen | Potency, µM (highest dose often 76.4 µM), without a hit: at the highest dose activity change, negative = inhibition, actives largely listed as inhibitors | actives 0.38% (n = 300,000) | recombinant GAA, glycogen substrate, Amplex Red glucose oxidase fluorescence;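 further: 0% = full enzyme reaction and -100% = no-enzyme basal signal; the screen sought inhibitors and activators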
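Recombinant human alpha-glucosidase (4 nM final) hydrolysed bovine liver glycogen (30 ug) for 40 min at 37 C in pH 5.0 citrate/phosphate with 0.01% Tween-20. Released glucose detected by glucose oxidase/Amplex Red, Ex 573/Em 610 nm. Compounds up to 77 uM; AC50 from Hill fits.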
Tau ThT inhib: qHTS for Inhibitors of Tau Fibril Formation, Thioflavin T Binding; actives 2.1% (n = 270,000); recombinant tau K18 P301L (four-repeat tau fragment), heparin-induced fibrillization, ThT fluorescence; Potency, µM (series often up to 57.4 µM), inactives show top-dose activity, negative = inhibition, hits mostly inhibitors; AID 1460, 2008; Microtubule-associated protein tau (Homo sapiens), P10636; further: on the % scale 0 is the no-effect control and ±100 the full control effect; nearly all actives have a fitted effect of over 55% in size
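Heparin-induced fibrillization of the P301L-mutant K18 repeat-domain fragment of human tau was followed by ThT binding in quantitative high-throughput format.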
Starred values were filed as active, the others as inactive; & = joins results of further samples; [ ] = remark or other dose. The call rests on the fitted dose curve; in most records, active means well fitted curve in the direction sought with a large enough effect; inconclusive means small, poorly fitted or top-dose-only effect, or another doubt; inactive means no such curve, though single readings can be large; an effect the other way counts as inactive or inconclusive. Potency means the concentration at half of the fitted maximal effect.

Screening c1ccc(-c2nc(-n3nc4ccccc4n3)nc3ccccc23)cc1 returned Tau fluor counter -20%, GAA inh -4%, Tau FP inhib -8%, GAA spleen mod 2%, aGal spleen mod 6%, HTT ATP protect -48%[inhibitor], GAA glycogen -8% and Tau ThT inhib inconclusive.
Screening Cc1ccc(NC(=O)c2ccc(CNS(=O)(=O)c3cccc(C(F)(F)F)c3)cc2)cc1 returned Tau fluor counter -3%, GAA inh 3%, Tau FP inhib -9%, GAA spleen mod 4%, aGal spleen mod -3%, HTT ATP protect inconclusive, GAA glycogen -1% and Tau ThT inhib -12%.
For COc1ccc(-c2cc(OC(=O)c3cccc(Cl)c3)c3c(C)oc(C)c3c(=O)c2)cc1 the results were Tau fluor counter -12%, Tau FP inhib 0%, GAA glycogen -8%[76.3 µM] and Tau ThT inhib inconclusive.
Screening Cc1cccc(Nc2ncnc3nc[nH]c23)c1 returned Tau fluor counter -2%, GAA inh 0%, Tau FP inhib 2%, GAA spleen mod -9%, aGal spleen mod 16%, HTT ATP protect -18%[10 µM], GAA glycogen -1% and Tau ThT inhib -12%.
For CN(C)CCNC(=O)C(=O)c1c(-c2ccccc2)cc2ccccn12 the results were Tau fluor counter -2%, GAA inh 0%, Tau FP inhib 3%, GAA spleen mod 4%, aGal spleen mod -2%, HTT ATP protect -22%, GAA glycogen -11% and Tau ThT inhib -2%.
COc1cccc(/C=N\Nc2nncc(-c3ccccc3)n2)c1 was read as Tau fluor counter -9%, GAA inh 1%, Tau FP inhib -5%, GAA spleen mod -8%, aGal spleen mod -1%, HTT ATP protect 14%, GAA glycogen 6% and Tau ThT inhib inconclusive.
Screening Cc1ccc2nc3c(cc2c1)c(NC(=O)c1ccccn1)nn3CC(C)C returned Tau fluor counter inconclusive, GAA inh 5%, Tau FP inhib -16%, GAA spleen mod 3%, aGal spleen mod -1%, HTT ATP protect -28%, GAA glycogen -2% and Tau ThT inhib -12%.
`COc1ccccc1Nc1nc(C)c(C(=O)Nc2ccccc2)s1` gave Tau fluor counter inconclusive, GAA inh 3%, Tau FP inhib 10%, GAA spleen mod -1%, aGal spleen mod -1%, HTT ATP protect -14%[10 µM], GAA glycogen -12% and Tau ThT inhib inconclusive.
O=C(COc1cccc(C(F)(F)F)c1)NCCCN1CCCC1=O was read as Tau fluor counter 8%, GAA inh -12%, Tau FP inhib 8%, GAA spleen mod -2%, aGal spleen mod -2%, HTT ATP protect 3%, GAA glycogen -11% and Tau ThT inhib 2%.
`CCOC(=O)C(CC)n1cnc2sc3c(c2c1=O)CCC3` (stereo unspecified) gave Tau fluor counter 0%, GAA inh 3%, Tau FP inhib 8%, GAA spleen mod -12%, aGal spleen mod -5%, HTT ATP protect -11%, GAA glycogen 0% and Tau ThT inhib 0%.
`CC(C)[C@H](O)CC[C@@H](C)C1CC[C@H]2C3CC=C4C[C@@H](O)CC[C@]4(C)C3CC[C@]12C` (stereo partly specified) gave Tau fluor counter 1%&-3%, Tau FP inhib -9%&7%, GAA spleen mod 6%&-2%, aGal spleen mod -4%&3%, HTT ATP protect -40%&-37%[inhibitor] and Tau ThT inhib -10%&-14%.
Cc1sc(NC(=O)c2ccccc2)c(C(=O)NCCN(C)C)c1C was read as Tau fluor counter -7%, GAA inh -6%, Tau FP inhib -4%, GAA spleen mod -7%, aGal spleen mod 2%, HTT ATP protect -5%, GAA glycogen 18% and Tau ThT inhib -12%.
Screening N#CC1=C(N)Oc2cc3c(cc2C1c1ccc(Cl)cc1)OCO3 (stereo unspecified) returned Tau fluor counter inconclusive, GAA inh inconclusive, Tau FP inhib inconclusive, GAA spleen mod -11%, aGal spleen mod 4%, HTT ATP protect -10%, GAA glycogen -15% and Tau ThT inhib -10%.
Screening O=C(Cc1c[nH]c2ccccc12)N/N=C/c1ccccc1O returned Tau fluor counter -24%, GAA inh inconclusive, Tau FP inhib -5%, GAA spleen mod 19%, aGal spleen mod inconclusive, HTT ATP protect 26%[10 µM], GAA glycogen 1% and Tau ThT inhib inconclusive.
For CCCC(=O)NC(=S)Nc1ccc(NC(=O)C(C)C)c(OC)c1 the results were Tau fluor counter -6%, GAA inh -3%, Tau FP inhib -3%, GAA spleen mod 2%, aGal spleen mod 5%, HTT ATP protect 10%[10 µM], GAA glycogen -3% and Tau ThT inhib -7%.
`COc1cccc(C(c2nnnn2CS(=O)(=O)c2ccc(C)cc2)N2CCN(C)CC2)c1OC` (stereo unspecified) gave Tau fluor counter 2%, GAA inh -2%, Tau FP inhib -2%, GAA spleen mod 0%, aGal spleen mod -8%, HTT ATP protect -4%[10 µM], GAA glycogen 3% and Tau ThT inhib -5%.
For COc1cc(C(=O)NNC(=S)NCc2ccco2)cc(OC)c1OC the results were Tau fluor counter 2%, GAA inh -3%, Tau FP inhib -5%, GAA spleen mod -6%, aGal spleen mod -7%, GAA glycogen inconclusive and Tau ThT inhib 2%.
COc1ccc(CCN2C(=O)C(O)=C(C(=O)c3ccco3)C2c2cccs2)cc1OC (stereo unspecified) was read as Tau fluor counter -16%, GAA inh 1%, Tau FP inhib -15%, GAA spleen mod -13%, aGal spleen mod -22%, HTT ATP protect -2%[10 µM], GAA glycogen 0% and Tau ThT inhib -18%.
For O=C(NCCCN1CCCC1=O)c1cncc(Br)c1 the results were Tau fluor counter 3%, GAA inh 2%, Tau FP inhib 11%, GAA spleen mod -9%, aGal spleen mod -26%, HTT ATP protect 8%[10 µM], GAA glycogen 1% and Tau ThT inhib 5%.
For COC(=O)c1sc(NC(=O)/C=C/c2ccc(C)o2)nc1C the results were Tau fluor counter 5%, GAA inh -2%, Tau FP inhib -2%, GAA spleen mod -5%, aGal spleen mod -1%, HTT ATP protect inconclusive, GAA glycogen -12% and Tau ThT inhib -16%.
CC1CN(C2CCCCC2)c2nc3c(c(=O)n(C)c(=O)n3C)n2C1 (stereo unspecified) was read as Tau fluor counter 1%, GAA inh -5%, Tau FP inhib -5%, GAA spleen mod 4%, aGal spleen mod 10%, HTT ATP protect -35%, GAA glycogen -18% and Tau ThT inhib 2%.
For CCOC(=O)C1(Cc2ccccc2C(F)(F)F)CCN(CCCn2cccn2)CC1 the results were Tau fluor counter -7%, GAA inh -2%, Tau FP inhib -7%, GAA spleen mod -1%, aGal spleen mod -2%, HTT ATP protect 5%[10 µM], GAA glycogen -11% and Tau ThT inhib -1%.
For O=S1(=O)CCN2C(=N1)Sc1c2ccc2c1CCCC2 the results were Tau fluor counter -1%, GAA inh 14%, Tau FP inhib -9%, GAA spleen mod 6%, aGal spleen mod 7%, HTT ATP protect -34%, GAA glycogen -15% and Tau ThT inhib -2%.
For COc1ccc(NC(=O)c2ccccc2SC)cc1OC the results were Tau fluor counter -8%, GAA inh -5%, Tau FP inhib -3%, GAA spleen mod -5%, aGal spleen mod 1%, HTT ATP protect -13%, GAA glycogen 4% and Tau ThT inhib -9%.
`O=c1c2ccccc2sn1-c1nccs1` gave Tau fluor counter -21%, GAA inh 2%, Tau FP inhib inconclusive, GAA spleen mod 11%, aGal spleen mod 12%, HTT ATP protect -8%[10 µM], GAA glycogen inconclusive and Tau ThT inhib 16µM*.
Screening CCn1c(NCCCO)nc2c(c1=O)C(C)(CC)Cc1ccccc1-2 (stereo unspecified) returned Tau fluor counter -26%, GAA inh -7%[15.4 µM], Tau FP inhib -7%, GAA spleen mod 4%, aGal spleen mod 29%, HTT ATP protect 17%[10 µM], GAA glycogen -14% and Tau ThT inhib -12%.
Cc1ccc(N=Cc2nc(-c3ccc(C)cc3)oc2O)cc1 was read as Tau fluor counter -17%, GAA inh -8%, Tau FP inhib -9%, GAA spleen mod 4%, aGal spleen mod 0%, HTT ATP protect -27%, GAA glycogen 1% and Tau ThT inhib inconclusive.
For O=C1CC(Cc2ccccc2)C(=O)N1CCc1ccc2c(c1)OCO2 (stereo unspecified) the results were Tau fluor counter 3%, GAA inh 0%, Tau FP inhib 6%, GAA spleen mod 0%, aGal spleen mod 5%, HTT ATP protect 13%, GAA glycogen -2% and Tau ThT inhib -7%.
Screening CC1(C)Cc2noc(N)c2C(C)(C)N1OC(=O)c1ccco1 returned Tau fluor counter 3%, GAA inh 2%, Tau FP inhib 4%, GAA spleen mod 5%, aGal spleen mod 3%, HTT ATP protect -14%[10 µM], GAA glycogen 2% and Tau ThT inhib -1%.
O=C(N/N=C/c1cc([N+](=O)[O-])cc(Br)c1O)C12CC3CCC(CC(C3)C1)C2 was read as Tau fluor counter -19%, Tau FP inhib 2%, GAA spleen mod -4%, aGal spleen mod -14%, HTT ATP protect -6%[10 µM], GAA glycogen 3% and Tau ThT inhib inconclusive.
For CN1CCN(S(=O)(=O)c2ccc(NC(=S)NC(=O)c3ccccc3)cc2)CC1 the results were Tau fluor counter -17%, GAA inh -11%, Tau FP inhib 0%, GAA spleen mod -3%, aGal spleen mod -6%, HTT ATP protect -7%, GAA glycogen 1% and Tau ThT inhib -14%.

Reprinted at random: 2 records from the list, in no set order.
`O=c1c2ccccc2sn1-c1nccs1` gave Tau fluor counter -21%, GAA inh 2%, Tau FP inhib inconclusive, GAA spleen mod 11%, aGal spleen mod 12%, HTT ATP protect -8%[10 µM], GAA glycogen inconclusive and Tau ThT inhib 16µM*.
For CCOC(=O)C1(Cc2ccccc2C(F)(F)F)CCN(CCCn2cccn2)CC1 the results were Tau fluor counter -7%, GAA inh -2%, Tau FP inhib -7%, GAA spleen mod -1%, aGal spleen mod -2%, HTT ATP protect 5%[10 µM], GAA glycogen -11% and Tau ThT inhib -1%.

Screens from PubChem BioAssay.
